Bioassay records as filed in PubChem BioAssay.
NPYLR7 agonist: agonists of mosquito NPYLR7 receptor, primary screen, cell-based, Aedes aegypti, calcium fluorescence, mosquito biting behavior; Aedes aegypti neuropeptide Y-like receptor 7 (NPYLR7); HEK293T NPYLR7/Galpha15, GCaMP6s calcium fluorescence; activation, % at 10 µM; 270,000 compounds, 0.15% hits; in the data active means activation above about 40%;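 further: 0% = vehicle and 100% = reference agonist at the receptor; some compounds past the cut are filed as inactive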
mcGAS inh: cyclic GMP-AMP synthase inhibitors, mouse, primary biochemical chemiluminescence; Q8C6L5; recombinant cGAS, Kinase-Glo ATP depletion luminescence; inhibition, % at 12.5 µM; 160,000 compounds, 0.15% hits; AID 1259399, 2018;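 further: 0% = negative control wells and 100% = reference inhibitor with no enzyme activity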
hcGAS inh: Primary biochemical luminescence assay for human cyclic GMP-AMP synthase inhibitors; Q8N884; recombinant h-cGAS, ATP depletion, Kinase-Glo luminescence; inhibition, % at 12.5 µM; 290,000 compounds, 0.081% hits; AID 1259398, 2018;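 further: 0% = vehicle reaction and 100% = reaction without DNA for no activity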
Target sequence (Q8N884 whole entry, looked up): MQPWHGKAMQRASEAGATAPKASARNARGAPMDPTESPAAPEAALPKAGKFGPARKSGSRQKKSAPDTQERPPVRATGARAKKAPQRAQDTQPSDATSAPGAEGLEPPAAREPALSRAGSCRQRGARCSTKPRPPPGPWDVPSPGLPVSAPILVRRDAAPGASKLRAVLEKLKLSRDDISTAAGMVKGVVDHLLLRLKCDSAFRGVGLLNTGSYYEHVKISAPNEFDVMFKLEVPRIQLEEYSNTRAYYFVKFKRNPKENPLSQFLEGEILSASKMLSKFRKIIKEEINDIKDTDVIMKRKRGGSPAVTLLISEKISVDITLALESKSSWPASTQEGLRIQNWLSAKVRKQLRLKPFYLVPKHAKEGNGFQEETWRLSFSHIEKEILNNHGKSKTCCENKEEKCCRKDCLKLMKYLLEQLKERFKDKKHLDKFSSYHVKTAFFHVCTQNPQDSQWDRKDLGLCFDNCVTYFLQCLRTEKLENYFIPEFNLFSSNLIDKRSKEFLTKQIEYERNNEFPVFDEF
* hit, by the source's call; x = not tested or not shown. Unless noted, no stated cut-off is given here; in the data, active means inhibition above about 40%; inactive means the rest. Compounds as they come, and some 0.29% of all compounds hit somewhere here.

smiles	NPYLR7 agonist	mcGAS inh	hcGAS inh
Cc1nc2ccc(Cl)cn2c(=O)c1NC(=O)c1cccc(C(F)(F)F)c1	2	x	-2
CCOC(=O)C1CCCN(C(=O)c2nn(-c3ccc(Cl)cc3)c(=O)n(Cc3cccnc3)c2=O)C1 (stereo not given)	2	-7	-1
COc1cc(NC(=O)N2CCc3nc(Cc4ccccc4F)[nH]c(=O)c3C2)cc(OC)c1	4	-5	-4
COc1ccc2nc(-c3ccc(F)c(NC(=O)Nc4ccccc4)c3)cn2n1	10	-12	-5
O=C(/C=C\c1ccccc1)NCC1CN(c2ccccc2)C(=O)O1 (stereo not given)	2	x	-2
COC(=O)C(c1ccccc1F)N1CCOCC1 (stereo not given)	6	x	-10
CC(C)Oc1nc(-c2cccc(F)c2)n(-c2ccc(NC(=O)Cc3cccs3)cc2)n1	8	-4	-1
Cc1cc(S(=O)(=O)NCc2ccc3c(c2)OCO3)c(C)cc1Cl	7	x	-5
C=CCNC(=O)CCN1C(=O)c2ccccc2C1=O	4	-8	-4
CCN(Cc1noc(C2CCC2)n1)C(=O)c1cnc2ccnn2c1C	7	x	-7
CC(c1ccc(Cl)cc1)N(CC(=O)NC(C)(C#N)C1CC1)C1CC1 (stereo not given)	0	x	-7
Cc1noc(C)c1S(=O)(=O)NC1CC1c1ccccc1 (stereo not given)	5	x	-10
Cc1ccc(C2SCCN2C(=O)c2ccc(Cl)cc2)s1 (stereo not given)	-3	5	-8
CN(Cc1ccc2nonc2c1)Cc1nc(-c2ccc3c(c2)OCO3)no1	22	x	-7
Cc1ccc(-n2nnc3c(=O)n(CC(=O)Nc4ccc(C(N)=O)cc4)cnc32)cc1C	-5	-9	-6
Cn1c(=O)n(C)c2cc(CNc3nccc(N4CCCC(O)C4)n3)ccc21 (stereo not given)	-5	-11	0
CCC(O)CN(CCOC)Cc1cccn1Cc1ccc(C(C)(C)C)cc1 (stereo not given)	4	-9	-5
O=C(NCCNC(=O)C1CCN(C(=O)c2ccc3c(c2)OCO3)CC1)c1ccccc1	x	-1	3
CCOC1(c2ccccc2)CC(c2ccccc2)C2(O1)C(=O)c1ccccc1C2=O (stereo not given)	3	x	-16
Cn1c(Cn2c(=O)sc3ccccc32)nnc1SCc1ccc(F)cc1	7	x	-5
CCCCc1ccc(NC(=O)c2cn(CC)nc2OCC)cc1	4	x	-5
O=C(CSc1nc2sc3c(c2c(=O)n1Cc1ccco1)CCC3)N1CCc2ccccc21	0	x	-2
CC(C)NC(=O)NC(=O)CSc1ccc(C(C)(C)C)cc1	9	x	-5
CN(C)CCCNc1nc(-c2cccs2)nc2sc3c(c12)CCCC3	4	4	5
CCOC(=O)C1=C(O)/C(=C\c2ccc3c(c2)OCCO3)SC1=Nc1ccc(Cl)cc1	3	-4	-2
O=S(=O)(c1ccc(N/N=C2\CCSc3ccc(F)cc32)nc1)N1CCCCC1	1	x	2
Cc1ccc(S(=O)(=O)NCCn2cncn2)cc1C	1	-9	-8
Cc1nc2sccn2c(=O)c1NC(=O)Nc1ccc(F)c(Cl)c1	0	-10	-10
CCC(=O)C1=C(c2ccc(F)cc2)N(C(=O)CC)n2cnnc2S1	5	x	-6
O=C1CN(S(=O)(=O)c2ccc(Cl)cc2)C(c2ccccc2)c2cc(Br)ccc2N1 (stereo not given)	-4	x	-1

Structures listed so far that contain an aryl methoxy group, in the order listed:
smiles	NPYLR7 agonist	mcGAS inh	hcGAS inh
COc1cc(NC(=O)N2CCc3nc(Cc4ccccc4F)[nH]c(=O)c3C2)cc(OC)c1	4	-5	-4
COc1ccc2nc(-c3ccc(F)c(NC(=O)Nc4ccccc4)c3)cn2n1	10	-12	-5

(list continues)
smiles	NPYLR7 agonist	mcGAS inh	hcGAS inh
CC1=CC(C)(C)NC(=S)N1c1ccc2ccccc2c1	0	x	3
NC(=O)COc1ccc(-c2nccn2Cc2ccc(F)cc2)cc1	3	x	-4
CNc1snc(C)c1C(=O)NC1CCc2ccccc21 (stereo not given)	0	-10	-15
CCCC[n+]1c(C)sc2ccccc21	-4	x	4
CCN(CC)C(=O)Oc1ccc2c(ccn2Cc2cc(F)ccc2Br)c1-c1cc(C)cc(C)c1	10	-6	-3
COCC(=O)Nn1cnc2c(cnn2C(C)(C)C)c1=O	5	x	-10
CN(Cc1ccccc1)C(=O)C1(C)CCN1C(=O)C1(c2ccccc2)CCCC1 (stereo not given)	8	-5	-9
CN(C)C(=O)c1ccc(NC(=O)CC(C)(C)C)cc1	-2	x	-6
CCc1nc2c(OCCc3cccc(OC)c3)cccn2c1N(C)C(=O)c1ccc(OC)cc1	-6	-4	-9
CCCNC(=O)c1cn(CC)nc1S(=O)(=O)N1CCC(C)CC1	x	-1	4
c1ccc(-c2noc(COc3ccc4c(c3)OCO4)n2)cc1	-3	x	-10
Cc1nccn1CCC1CCCCN1C(=O)c1cc(CC(C)C)on1 (stereo not given)	12	x	-1
CN(C)CCN(Cc1ccccc1)C(=O)c1cc(-c2ccccc2Cl)nc2cc(C(C)(C)C)nn12	7	-6	-6
O=C(NNS(=O)(=O)c1ccc(F)c(F)c1F)c1ccccc1F	3	-8	-6
COc1ccccc1C(=O)N1CCN(C(C(=O)NCc2cccc(C)c2)C2CCCC2)CC1 (stereo not given)	-3	x	3
CCOC(=O)C1=C(C)NC2=C(C(=O)CC(C)(C)C2)C1c1ccc(Cl)cc1Cl (stereo not given)	-3	-3	-1
CCCCSc1nnc2c(n1)OC1(CCCCC1)Nc1ccccc1-2	-11	-2	6
COCCNC(=O)c1ccccc1N1CCC(N)CC1	-2	x	-3
CCCNC(=O)NNC(=O)c1cccn(Cc2cccc(Cl)c2)c1=O	9	x	-5
Cc1cc(C)nc(NS(=O)(=O)c2ccc(NC(=O)c3ccccc3Br)cc2)n1	12	0	8
C=CCN1C(=O)NC(c2ccccc2C(F)(F)F)C2=C1CN(C(C(=O)NC1CCCCC1)c1ccccc1)C2=O (stereo not given)	-2	-5	-7
CCCCc1nc2cc(C(=O)N3CCN(c4ccccc4)CC3C)ccc2o1 (stereo not given)	0	x	-5
COc1ccc(-c2nnc(NC(=O)C(NC(=O)c3ccccc3Br)C(C)C)s2)cc1 (stereo not given)	-1	-5	-9
COc1ccccc1OCC(=O)Nc1nc2cc3c(cc2s1)OCCO3	0	x	-9
CCC(C)N(Cc1cc(Cl)ccc1OCc1nc(CO)cs1)C(=O)c1cccc(Br)c1 (stereo not given)	12	-4	-6
O=C(CCC1CCCC1)N1CCN(CC(OCc2c(F)cccc2F)c2ccc(Cl)cc2)CC1 (stereo not given)	x	-5	0
COc1ccc(OC)c(S(=O)(=O)NC(C)c2cnn(-c3ccccn3)c2C)c1 (stereo not given)	1	x	0
COC(=O)[C@@H]1Sc2cc(NC(C)=O)ccc2N(C=O)[C@H]1C(=O)OC	8	x	-3
O=C1N(c2ccccc2)C[C@@H]2C[C@@H](c3cnc(N4CCOCC4)s3)N3CCC[C@@]123	11	-4	-3
CC(C)c1cc(C(=O)N2CCCCC2CCN2CCOCC2)on1 (stereo not given)	6	x	-6
Cc1ccccc1OS(=O)(=O)Cc1ccon1	18	x	-8
COc1cccc(CN2CCCC(CO)(Cc3ccccc3C)C2)c1 (stereo not given)	0	x	-9
Cc1nnsc1CN(C)C(=O)CCc1c(C)nn(C)c1C	12	x	-3
c1ccc(C2=NN(c3ccccc3)C3CCCC23)cc1 (stereo not given)	12	x	-4
COCCCN(Cc1cccc(C)c1)Cc1ccc(C(O)(c2ccc(OC)cc2)c2ccc(OC)cc2)o1	2	-5	-4
O=C(Cc1nn[nH]n1)NC1CCCN(C2CCCCCC2)C1 (stereo not given)	x	-4	-3
CN(Cc1cccc2cnccc12)S(=O)(=O)NCc1ccccc1	-1	x	-4
COCCN(CC(=O)N(CCc1c[nH]c2ccccc12)Cc1ccc(C(F)(F)F)cc1)C(=O)c1cccc(Br)c1	8	-4	-3
COc1ccc(N2CCN(c3cc(C(=O)N4CCCC4)c4ccccc4n3)CC2)cc1	4	-6	-5
Cc1csc(SCC(=O)NC(=O)NC2CCCC2)n1	-4	x	-4
O=C(NCCNc1ccc(Nc2ccncc2)nn1)Nc1cccc(F)c1	14	x	-6
N=c1sccn1CC(=O)NC(=O)NC1CCCC1	1	x	-9
Cc1ccc(C(NC(=O)CN2CCNC(=O)C2)c2cccs2)cc1 (stereo not given)	-2	x	-1
O=C1C2C3C=CC(C3)C2C(=O)N1c1ccc(Oc2ccc(N3C(=O)C4C5C=CC(C5)C4C3=O)cc2)cc1 (stereo not given)	-6	1	0
Cn1ncc2c(NCc3cnn4ccccc34)nc(-c3cccnc3)nc21	2	-18	-7
C=CCNC(=O)N1CCOC(CN(CC2CC2)C(=O)c2ccccc2OC)C1 (stereo not given)	x	-6	-4
COCc1cnc2c(c1SCC(=O)Nc1ccc(NC(C)=O)cc1)c(=O)n(C)c(=O)n2C	7	-6	-4
O=C(c1cc(F)cc(F)c1)N1CCC(c2ccc(F)cc2)CC1	-3	-4	-9
O=C(CCC1CCCN(C(=O)CCc2cccs2)C1)NC1CC1 (stereo not given)	6	x	-5
CC(C)(C)[C@H](NC(=O)c1cccc(-n2cccn2)n1)C(N)=O	7	-15	-6
COC(=O)C(C)(C)NC(=O)c1csc(-c2ccc(Cl)cc2Cl)n1	6	x	-12
CC(C)(C)OC(=O)NC1CCN(C(=O)c2ccc(CSc3ccc4ccccc4n3)cc2)C1 (stereo not given)	-17	-3	-5
COc1ccc(-n2c(CCC(=O)NCc3cccnc3)ccc2-c2ccc(Cl)cc2)cc1	0	-6	1
COCCN=Cc1cc(Br)cc(Br)c1O	9	2	68*
O=C(Cn1cnc([N+](=O)[O-])n1)Nc1cc(Cl)ccc1Cl	-11	0	1
Cc1cc(C)n(N=Cc2cccc([N+](=O)[O-])c2)c(=O)c1C#N	-7	-5	-3
CCOCCCNc1ccc2nnc(CCNC(=O)c3ccc(C)cc3)n2n1	-14	-1	2
CSCCCNC(=O)c1c(C)noc1-c1cccs1	1	-7	-4
Cc1ccc(/C=C2/SC(=S)N(CCC(=O)NNC(=O)c3ccccc3Cl)C2=O)cc1	-5	0	0
Cc1cc(Cl)cc(C)c1OCC(=O)Nc1c(C(=O)N2CCOCC2)oc2ccccc12	0	-10	-4

Looked up above.
For NPYLR7 agonist, O=C(NCCNc1ccc(Nc2ccncc2)nn1)Nc1cccc(F)c1 is listed with 14
For hcGAS inh, COC(=O)C(C)(C)NC(=O)c1csc(-c2ccc(Cl)cc2Cl)n1 is listed with -12

Further compounds.
smiles	NPYLR7 agonist	mcGAS inh	hcGAS inh
CSc1nc(C)c(CCC(=O)Nc2cccc(Br)n2)c(=O)[nH]1	4	x	-7
O=C(CSc1n[nH]c2nc3ccccc3n12)N1CCN(C(c2ccccc2)c2ccccc2)CC1	11	x	-5
CCc1ccc2c(c1)sc(=NC(=O)c1cc(C)nn1CC)n2CC(=O)OC	4	-8	-4
CCCc1nn(CC(F)(F)F)c(C)c1C(=O)N1CCCC1	16	-5	-8
COCCNC(=O)Cn1nc([N+](=O)[O-])cc1C	0	x	-4
CCCCCCn1c(N2CCC(C)CC2)nc2c1c(=O)[nH]c(=O)n2C	x	-7	-9
CC(=O)Nc1ccc(C)c(S(=O)(=O)N(C)Cc2cc(C)on2)c1	1	-13	-7
Cn1nc(C2CC2)c2c1NC(=O)CC2c1cc(CN2CCCC2)cs1 (stereo not given)	13	x	-5
CCOc1ccc(-n2cc(-c3ccccc3)c3c(N4CC(C)OC(C)C4)ncnc32)cc1 (stereo not given)	-1	-6	-3
COc1ccc2c(c1)C1(SCCN1C(=O)c1cccc(Cl)c1)C(=O)N2Cc1cccc(C(F)(F)F)c1 (stereo not given)	-5	1	4
CN(C)c1ccc(CCCNC(=O)C(C)(C)n2cc(Br)cn2)cc1	-9	-16	-8
CC1(C)SC(c2c[nH]c3ccccc23)N[C@H]1C(=O)O (stereo not given in full)	-5	x	-5
CN(C)C(=O)c1cccc(S(=O)(=O)NC2CCc3ccccc3C2)c1 (stereo not given)	3	x	-4
COc1ccc(C2CCN(CC(=O)Nc3ccncc3)C2)cc1 (stereo not given)	8	-7	-9
CCOC(=O)N1CCN(C(=O)CSc2ccc(NC(=O)c3ccccc3)nn2)CC1	1	-7	-7
CS(=O)(=O)NCc1cccc(-c2ccc(C#N)s2)c1	16	x	-8
O=c1c2ccccc2nc(-c2ccc3ccccc3c2)n1CCc1ccccc1	5	-8	-9
Cc1nc2ccc(Cl)cn2c(=O)c1NC(=O)C(C)Oc1ccc2c(c1)OCO2 (stereo not given)	-4	-7	-3

Complete entries as entered above:
CSc1nc(C)c(CCC(=O)Nc2cccc(Br)n2)c(=O)[nH]1 is entered as NPYLR7 agonist: 4; mcGAS inh: x; hcGAS inh: -7
COc1ccc(C2CCN(CC(=O)Nc3ccncc3)C2)cc1 (stereo not given) is entered as NPYLR7 agonist: 8; mcGAS inh: -7; hcGAS inh: -9
